Screening data deposited in PubChem by The Scripps Research Institute Molecular Screening Center.
GPR151 activ – human GPR151 activation; Q8TDV0; PathHunter beta-arrestin GPR151 cells, luminescence; activation, % at 11.2 µM; 650,000 compounds, 1% hits; in the data active = activation above about 4.9%;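 note: 0% = median of compound wells and 100% = cells with positive control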
Target sequence (Q8TDV0 whole entry, looked up): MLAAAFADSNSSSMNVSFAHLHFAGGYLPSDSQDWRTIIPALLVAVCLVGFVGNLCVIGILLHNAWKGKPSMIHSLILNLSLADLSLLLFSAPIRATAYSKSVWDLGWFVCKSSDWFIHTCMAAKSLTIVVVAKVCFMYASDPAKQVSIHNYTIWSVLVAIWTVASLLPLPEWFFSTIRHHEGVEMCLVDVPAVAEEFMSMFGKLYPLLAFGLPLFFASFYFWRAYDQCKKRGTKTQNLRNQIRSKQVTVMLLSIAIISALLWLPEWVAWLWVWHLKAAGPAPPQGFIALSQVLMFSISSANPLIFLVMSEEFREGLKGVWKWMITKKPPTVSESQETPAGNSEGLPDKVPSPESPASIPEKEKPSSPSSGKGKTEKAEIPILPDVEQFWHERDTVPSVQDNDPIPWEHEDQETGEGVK
FBW7 act – activators of human E3 ligase FBW7 | Q969H0 | AlphaScreen FBW7–phospho-cyclin E peptide binding, activator screen | normalized activity (activation), % at 26.1 µM | 650,000 compounds, 0.13% hits; in the data active = normalized activity above about 1.9%;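 note: purified mutant Fbw7 with reduced substrate affinity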
MITF primary – blocks human microphthalmia-associated transcription factor. inhibition, % at 2.6 µM. 650,000 compounds, 0.91% hits. AlphaScreen MITF homodimerization, bead proximity signal. O75030; in the data active = inhibition above about 50%;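 note: 0% = vehicle wells with protein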
Target sequence (O75030 whole entry, looked up): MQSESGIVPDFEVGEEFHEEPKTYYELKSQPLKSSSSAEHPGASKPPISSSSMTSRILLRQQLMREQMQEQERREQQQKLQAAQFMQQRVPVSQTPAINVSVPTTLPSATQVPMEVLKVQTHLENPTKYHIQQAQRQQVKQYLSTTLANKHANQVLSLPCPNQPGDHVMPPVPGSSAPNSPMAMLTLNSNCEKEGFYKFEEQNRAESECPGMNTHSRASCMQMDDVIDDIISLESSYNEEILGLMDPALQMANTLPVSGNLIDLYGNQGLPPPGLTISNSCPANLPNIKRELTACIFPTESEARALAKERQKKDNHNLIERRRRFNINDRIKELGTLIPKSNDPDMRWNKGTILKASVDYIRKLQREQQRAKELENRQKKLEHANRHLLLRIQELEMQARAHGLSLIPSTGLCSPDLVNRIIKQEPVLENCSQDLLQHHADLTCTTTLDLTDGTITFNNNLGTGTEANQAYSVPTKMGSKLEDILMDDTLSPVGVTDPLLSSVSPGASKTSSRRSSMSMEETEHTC
TEAD-YAP inh – TEAD-YAP interaction inhibition; 640,000 compounds, 1.4% hits; inhibition, % at 9.12 µM; HEK-TIYL cells, TEAD-Gal4/YAP UAS-luciferase luminescence; AID 1259422; in the data active = inhibition above about 32%;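 note: 0% = median of test compound wells and 100% = reference inhibitor wells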
Starred values were filed as active, the others as inactive.

SMILES	GPR151 activ	FBW7 act	MITF primary	TEAD-YAP inh
CSc1nnc2c(n1)OC(c1ccc(N(C)C)cc1)N(C(C)=O)c1ccccc1-2 (stereo unspecified)	2.3	0.0	13	-2
CCCONC(=O)Nc1ccccc1[N+](=O)[O-]	0.3	-0.1	-9	4
O=c1[nH]c2cc(Cl)c(S(=O)(=O)Nc3ccc(OC(F)(F)F)cc3)cc2o1	-1.0	0.1	19	-8
CCOC(=O)C1=C(C)N=c2s/c(=C\c3ccc(OCc4cccc(C(=O)O)c4)c(OC)c3)c(=O)n2C1c1ccc(OC)c(OC)c1 (stereo unspecified)	1.4	0.0	-1	-41
CCOC(=O)c1cnc2c(C)c(Cl)ccc2c1Nc1ccccc1CC	1.3	-0.2	-4	-2
CC(C)[C@@H](Cn1nnc2ccccc21)NC(=O)CC1(C)C(=O)N=C2C=CC=CN21 (stereo partly specified)	0.1	0.0	1	13
O=[N+]([O-])c1ccc(CSc2nc3ncccc3[nH]2)cc1	-1.1	0.0	-14	-60
Nc1nccc(-c2ccc(NC(=O)N(Cc3cccc(F)c3)C3CC3)cc2)n1	-1.5	-0.1	15	-28
C/C(=N/NC(=O)COc1cccc(C)c1)c1cc(O)ccc1O	0.2	-0.1	0	-5
O=C(Cc1cn(-c2ccc(NCc3cccnc3)nn2)c2ccccc12)NCCCN1CCCC1=O	1.6	-0.2	11	4
COc1ccc(-c2noc(NCCC3=CCCCC3)n2)cc1OC	1.2	-0.1	-6	-21
Cc1c(C(=O)N(CCO)C(C)C)sc2ncnc(NCc3cccc(F)c3)c12	1.1	-0.1	1	-12
CC(C)Oc1ccc(C(=O)Nc2ccc([N+](=O)[O-])cc2)cc1	0.5	0.1	6	-51
COc1ccccc1NC(=O)Cn1c(-c2nonc2N)nc2ccccc21	0.3	0.0	1	65*
CCOC(=O)Nc1ccc2c(CSc3nncn3-c3ccccc3)cc(=O)oc2c1	-0.5	0.1	1	6
CCCC(N)C12CC3CC(CC(CN)(C3)C1)C2 (stereo unspecified)	0.2	0.0	7	-3
CC[C@H](C)[C@H](NC(N)=O)C(=O)Nc1ccc(C)cc1	-1.0	0.0	2	2
O=C(NC(=S)Nc1ccc(N2CCCCC2)c(Cl)c1)c1ccc(F)cc1	2.9	-0.1	1	-5
COc1ccc(N2CC(C)Cn3c2nc2c3c(=O)n(CC(C)=O)c(=O)n2C)cc1 (stereo unspecified)	0.9	-0.1	3	12
CC(=O)C1CN(C)CCC1(C)O (stereo unspecified)	1.0	0.1	10	6
O=C(C1CC1)N1CCN(c2ccc(F)cc2)CC1	-1.9	0.7	21	2
COC(=O)C1=C(C)OC(=O)C1(NC(=O)c1ccc(Cl)cc1Cl)C(F)(F)F (stereo unspecified)	-0.6	-0.2	-8	13
CN(CCc1ccccn1)C1CCCN(C(=O)NCc2ccccc2)C1 (stereo unspecified)	-1.2	-0.1	0	3
CCc1ccc(NC(=O)CNC(=O)c2cn(-c3ccccc3OC)c(=O)c3ccccc23)cc1	-1.6	0.1	8	5
COc1ccc(OCCOCCOc2ccccc2C=O)cc1	-1.2	0.4	-7	46*
Cc1cccc(Cn2c(C)c(CNCc3ccccc3Cl)c(C(=O)O)c2C)c1	1.0	-0.3	13	10
Cc1ccc(NC(=O)NN2CC(=O)NC2=O)cc1	2.7	-0.1	11	-73
COc1ccccc1-n1c(-c2cn(C)nc2C)n[nH]c1=S	-0.3	-0.1	5	-4
Cc1ccc(-c2noc(CCCC(=O)Nc3ccccc3F)n2)cc1	1.1	-0.1	-2	4
O=c1[nH]c(=O)n(Cc2ccccc2)c(O)c1/C=C1\C=Nc2ccc(Br)cc21	-0.3	-0.4	9	15
S=C(Nc1ccccn1)Nc1ccccc1Cl	-0.5	-0.1	4	-37
CCNc1nc(NCC)nc(NS(=O)(=O)c2ccc(Cl)cc2)n1	-0.3	0.0	2	-6
COc1cc(OC)c(C2C(C#N)=C(N)Oc3cc(N)ccc32)cc1Br (stereo unspecified)	-0.7	0.1	7	-2
CCc1ccc(NC(=O)C2CC3CCCN3C23C(=O)N(C)c2ccccc23)cc1 (stereo unspecified)	3.6	-0.1	7	-3
CCOC(=O)c1c(NC(=O)c2cccc(Cl)c2)sc(C(=O)Nc2cccc(C(F)(F)F)c2)c1C	0.4	0.1	0	6
Cc1c(NC(=O)C(C)SCc2ccccc2)c(=O)n(-c2ccccc2)n1C (stereo unspecified)	2.7	0.1	3	11
CC(=O)Nc1cccc(NC(=O)COc2cccc3ccc(N4CCCC4)nc23)c1	5.3*	0.2	19	31
O=C(Nc1ccc(Cl)cc1)c1cccnc1C(=O)O	-1.5	-1.0	38	-12
O=C1CCCN1CCn1cnc2c(Nc3ccccc3)nc(NCc3ccc4c(c3)OCO4)nc21	0.2	0.1	2	-7
CCc1c(C)sc2ncn3c(=O)n(CC(=O)N4CCCC4)nc3c12	-0.1	-0.1	4	-6
COCCCNC(=S)N1CCC(C(=O)c2ccc3c(c2)OCCO3)CC1	-0.4	-0.1	3	-4
CCCc1[nH]nc2c1C1(C(=O)Nc3ccccc31)C(C#N)=C(N)O2 (stereo unspecified)	0.9	-0.1	14	-2
CC1(C)CC(NC(=O)CC(=O)NC2CC(C)(C)NC(C)(C)C2)CC(C)(C)N1	-0.9	-0.1	-12	-5
C/C(=N\N=C(/C)c1nnn(-c2nonc2N)c1C)c1ccc(O)cc1	-0.7	-0.1	-5	-11
O=C(OCc1ccccc1)C1CCCN1C(=O)c1ccccc1[N+](=O)[O-] (stereo unspecified)	-0.6	0.0	5	5
CCCCN1C(=O)/C(=C/c2c(NCCCO)nc3ccccn3c2=O)SC1=S	0.5	0.0	-3	2
C[C@@H]1CC[C@@]2(OC1)OC1CC3C4CC=C5C[C@@H](O)CC[C@]5(C)C4CC[C@]3(C)C1[C@@H]2C (stereo partly specified)	-1.2	0.2	14	1
Cn1c(=NC(=O)C2CC2)sc2c3ccccc3ccc21	1.5	0.0	-9	-15
COc1ccccc1C(=O)N[C@H]1C[C@H]2C(=O)N[C@H](CO)C(=O)N2C1	2.0	0.4	-9	7
O=C(Nc1ccc(Cl)cc1[N+](=O)[O-])c1cnc2n(c1=O)CCS2	-0.5	-0.1	-1	-6
COCCNc1nc(-c2ccc(Cl)cc2)ccc1C(=O)N1CCN(C)CC1	0.0	0.4	16	-9
O=C(Cc1ccc(F)cc1)Nc1nc(-c2ccccc2)cs1	0.4	-0.2	7	4
Cc1cccc(-n2c(CNC(=O)c3cccc([N+](=O)[O-])c3C)nnc2SCC(=O)N2N=C(c3cccs3)CC2c2ccc(F)cc2)c1 (stereo unspecified)	-0.3	-0.2	6	5
CCC(C)NC(=O)c1cccnc1SCC(=O)Nc1ccc(OC)cc1OC (stereo unspecified)	0.3	-0.1	-10	-11
Fc1ccc2[nH]c3c(c2c1)CCCC3	-0.4	0.1	14	-9
NS(=O)(=O)c1ccc(C(=O)OCc2cccc(Br)c2)cc1	-1.1	-0.1	3	0
CCOc1ccc2nc(NC(=O)COc3cccc(C)c3)sc2c1	0.5	0.1	9	-1
OCCN1CCN(c2cc(-c3ccccn3)nc(-c3ccccc3)n2)CC1	2.0	0.8	11	5
COc1ccc(C(=O)Nc2nn3c(-c4ccc(OC)cc4)nnc3s2)cc1	-0.2	0.1	7	9
COc1cc(C(O)P(=O)(OCC(C)C)OCC(C)C)cc(OC)c1OC (stereo unspecified)	-0.3	-0.2	10	0

Other results follow.
SMILES	GPR151 activ	FBW7 act	MITF primary	TEAD-YAP inh
CCOC(=O)c1c(NC(=O)COc2ccccc2[N+](=O)[O-])sc2c1CCC2	0.3	0.1	12	7
COC(=O)c1ccccc1NC(=O)C/C(C)=N/NC(=O)CC#N	3.3	0.0	7	2
Cc1cc2nnc(SCC(=O)N3CCCc4ccccc43)n2c(N)n1	-0.4	-0.1	13	14
COc1ccccc1Nc1nc(N)nc(CSC(=S)N2CCOCC2)n1	0.1	0.5	19	-75
O=C(Nc1ccccc1N1C(=O)C2C3C=CC(C3)C2C1=O)c1ccc(C(F)(F)F)cc1 (stereo unspecified)	2.4	-0.1	-9	-3
O=C(NCc1ccccc1)c1cc(S(=O)(=O)N2CCc3ccccc32)ccc1Sc1ccc(F)cc1	0.0	0.1	11	5
CCN(C(=O)C12CC3CC(CC(C3)C1)C2)c1nnc(-c2cccnc2)s1	3.1	-0.1	8	10
COCCNC(=O)c1cccc(OC2CCN(C3CCCCC3)CC2)c1	0.2	-0.2	-1	6
CN1CCN(c2nc(-c3ccccc3)cc(C(F)(F)F)n2)CC1	-0.7	0.1	20	3
NS(=O)(=O)c1ccc(CCNS(=O)(=O)c2ccc(Cl)nc2)cc1	0.3	0.0	-17	4
Cc1nc(NCc2ccccc2)c2ccsc2n1	-0.9	1.1	-9	22
COc1cc(CO)ccc1Oc1nc2ccccc2n2cnnc12	0.4	-0.1	2	-7
COc1cccc(-n2c(CC(=O)NN)csc2=NCc2ccco2)c1	-1.6	0.0	10	-7
Cc1ccc(NC(=O)c2ccc(Cl)c(Cl)c2)c(Br)c1	-2.7	0.0	-20	-46
COc1ccc(C2C(C(=O)OC3CCCC3)=C(C)NC3=C2C(=O)CC(c2ccccc2)C3)cc1Br (stereo unspecified)	-0.1	-0.1	13	-2
COc1cccc(C=O)c1OS(=O)(=O)c1ccc(Cl)cc1	0.7	-0.1	-5	11
Cc1[nH]nc2c1C(c1ccccc1[N+](=O)[O-])C1=C(CC(C)(C)CC1=O)N2 (stereo unspecified)	1.5	0.2	31	5
O=C(Nc1ccc(-c2nc3cc(Cl)ccc3o2)cc1)c1ccc2c(c1)OCCO2	0.0	0.1	-2	-1
Cc1cc(Cl)ccc1OCC(=O)Nc1cccc(Cl)c1Cl	1.2	-0.2	-1	7
Cc1cc2nn(-c3ccccc3)nc2cc1NC(=O)COc1ccc(Cl)cc1C	2.6	1.1	17	-14
COc1ccccc1-n1c(SCC(=O)C(C)(C)C)nc2c(sc(=S)n2CCc2ccccc2)c1=O	-0.1	0.2	7	4
CCOC(=O)C1=C(c2ccccc2)OC(N)=C(C#N)C1c1cc(OC)c2c(c1)OCO2 (stereo unspecified)	0.4	0.0	-26	-8
COc1ccc(CCNC(=O)c2cccc([N+](=O)[O-])c2C)cc1OC	0.3	0.1	10	7
CCOC(=O)c1c(C)[nH]c(C)c1C(=O)CSc1nc2ccccc2o1	-0.1	-0.1	-3	-2
OC(COCC1COc2ccccc2O1)CN1CCc2ccccc2C1 (stereo unspecified)	-0.7	0.1	18	0
Cc1cnc(C(=O)OCC(=O)Nc2ccccc2C(F)(F)F)cn1	-0.9	-0.1	0	7
CCCCCCn1c(CN2CCOCC2)nc2c1c(=O)[nH]c(=O)n2C	-1.4	0.2	15	-2
O=C(NC(=O)c1ccc(Cl)c(Cl)c1)OC1CCS(=O)(=O)C1 (stereo unspecified)	-0.4	-0.1	-8	-7
CCOc1ccc(NC(=O)c2ccc3c(=O)n(-c4ccc(OC)cc4)c(=S)[nH]c3c2)cc1	1.6	0.0	5	-3
O=C(Nc1ccc2c(c1)Cc1ccccc1-2)c1ccccc1	-1.7	-0.2	-5	-102
CCCc1nc(SCC(=O)N2CCOCC2)c2c(C)c(C)sc2n1	-0.2	-0.1	6	-1
Cc1ccc(S(=O)(=O)NC(=O)N2CCN(Cc3cccc(Cl)n3)CC2)cc1	-1.6	0.0	4	-1
COc1ccc(Cc2nc(SCC(=O)Nc3sc4c(c3C#N)CCCC4)n[nH]2)cc1	2.3	-0.1	1	8
CN(C)C(=O)Cn1nc(-c2ccncc2)oc1=O	0.6	0.0	-2	-5
COc1ccccc1NC(=O)NC(CC(=O)O)c1ccc(C)cc1 (stereo unspecified)	0.4	-0.1	3	3
CC1CCc2c(sc3ncnc(NS(=O)(=O)c4cccs4)c23)C1 (stereo unspecified)	1.0	0.3	-8	-4
O=C(CC1CCCCC1)Nc1c2c(nn1-c1cccc(Cl)c1)CS(=O)(=O)C2	-1.3	0.1	-8	0
O=C(N/N=C/c1ccc([N+](=O)[O-])s1)C1C2CCCCC21 (stereo unspecified)	-0.3	0.0	11	-2

Of the compounds above, these have an NH in an aromatic ring:
SMILES	GPR151 activ	FBW7 act	MITF primary	TEAD-YAP inh
O=c1[nH]c2cc(Cl)c(S(=O)(=O)Nc3ccc(OC(F)(F)F)cc3)cc2o1	-1.0	0.1	19	-8
O=[N+]([O-])c1ccc(CSc2nc3ncccc3[nH]2)cc1	-1.1	0.0	-14	-60
COc1ccccc1-n1c(-c2cn(C)nc2C)n[nH]c1=S	-0.3	-0.1	5	-4
O=c1[nH]c(=O)n(Cc2ccccc2)c(O)c1/C=C1\C=Nc2ccc(Br)cc21	-0.3	-0.4	9	15
CCCc1[nH]nc2c1C1(C(=O)Nc3ccccc31)C(C#N)=C(N)O2 (stereo unspecified)	0.9	-0.1	14	-2
Fc1ccc2[nH]c3c(c2c1)CCCC3	-0.4	0.1	14	-9
Cc1[nH]nc2c1C(c1ccccc1[N+](=O)[O-])C1=C(CC(C)(C)CC1=O)N2 (stereo unspecified)	1.5	0.2	31	5
CCOC(=O)c1c(C)[nH]c(C)c1C(=O)CSc1nc2ccccc2o1	-0.1	-0.1	-3	-2
CCCCCCn1c(CN2CCOCC2)nc2c1c(=O)[nH]c(=O)n2C	-1.4	0.2	15	-2
CCOc1ccc(NC(=O)c2ccc3c(=O)n(-c4ccc(OC)cc4)c(=S)[nH]c3c2)cc1	1.6	0.0	5	-3
COc1ccc(Cc2nc(SCC(=O)Nc3sc4c(c3C#N)CCCC4)n[nH]2)cc1	2.3	-0.1	1	8
